Source: PubChem BioAssay
GLP1R inv ag: GLP-1 receptor (human) inverse agonism | P43220 | actives 1.6% (n = 410,000) | HEK293 GLP-1R CRE-luciferase, luminescence, 24 h; GLP-1R form is constitutively active | Potency, µM (top dose mostly 38.3 µM), for inactives: top-dose activity change, negative = inhibition, actives largely listed as inhibitors; further: potency means the concentration at half of the fitted maximal effect; on the % scale 0 is the no-effect control and ±100 the full control effect; nearly all actives have a fitted effect of over 55% in size
Target sequence (P43220 whole entry, looked up): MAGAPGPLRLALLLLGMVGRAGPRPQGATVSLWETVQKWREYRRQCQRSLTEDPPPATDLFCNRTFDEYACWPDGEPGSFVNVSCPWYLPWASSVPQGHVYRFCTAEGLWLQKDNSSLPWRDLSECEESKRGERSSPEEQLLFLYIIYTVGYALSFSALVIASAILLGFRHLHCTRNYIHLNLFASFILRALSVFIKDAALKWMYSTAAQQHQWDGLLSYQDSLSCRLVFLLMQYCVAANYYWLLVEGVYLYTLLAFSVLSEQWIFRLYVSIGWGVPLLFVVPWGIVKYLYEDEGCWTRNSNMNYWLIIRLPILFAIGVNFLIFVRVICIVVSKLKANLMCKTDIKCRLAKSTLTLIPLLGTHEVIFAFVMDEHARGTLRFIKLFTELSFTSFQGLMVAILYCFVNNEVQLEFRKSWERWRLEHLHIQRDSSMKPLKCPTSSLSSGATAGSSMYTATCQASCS
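Luminescence readout: a drop in cAMP-driven luciferase signal flags inverse agonism at a constitutively active GLP-1R stably expressed in HEK293. Compound exposure lasted 24 hr at 37 deg C, 5% CO2.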
pAkt inh: Akt phosphorylation inhibition. Neuro2A IGF-stimulated pAkt S473 HTRF, 20 min; hits give low values. activity change, % for hits at 50 µM. actives 0.32% (n = 360,000). AID 651550; in the data active means activity change below about -80%; inconclusive means mostly about -51% to -80%; further: on the % scale 0 is the no-effect control and ±100 the full control effect
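Single-point screen (50 µM final compound) in Neuro2A cells stimulated 20 min with 6 nM IGF at 37 deg C. After lysis, Ser473-phosphorylated Akt read by HTRF (ex 330 nm, em 615/665 nm) as the 665/615 ratio.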
TDP43 rescue: rescues yeast growth from TDP-43 toxicity. TDP-43 expressing yeast growth rescue, BacTiter-Glo, 24 h. Potency, µM (top dose mostly 46.1 µM), without a hit: at the highest dose growth rescue (activation), most hits filed as activators. actives 1.8% (n = 410,000). AID 652104; further: potency means the concentration at half of the fitted maximal effect; % of control where 0% means no effect; nearly all actives have a fitted effect of over 50% in size
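In this qHTS, compounds that restore growth of yeast expressing TDP-43 appear as activators. Cells (OD600=0.02, galactose medium, raffinose-pregrown) are incubated with compound 24 hr at 30 deg C and growth is quantified by BacTiter-Glo.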
Abeta rescue: A-beta toxicity reversal in yeast; yeast expressing A-beta42, growth rescue, OD600, 48 h; response scale: 0% DMSO, 100% iron-clioquinol control; Potency, µM (doses to about 46.1 µM), inactives show at the highest dose growth rescue, usual class: activators; actives 0.063% (n = 410,000); AID 1347071; further: potency means the concentration at half of the fitted maximal effect; nearly all actives have a fitted effect of over 55% in size
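Yeast A-beta toxicity model in growth medium with pinned compounds, 48 h at 30 C; growth read as absorbance at 600 nm. Normalized to FeCl3/clioquinol equimolar mix (positive) and DMSO (negative).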
GLP1R ag: activates the human GLP-1 receptor. P43220. HEK293 GLP-1R CRE-luciferase, luminescence, 4-6 h; cells express a hypersensitive GLP-1R form. Potency, µM (series often up to 45.6 µM), without a hit: at the top dose activation, hits mostly activators. actives 0.007% (n = 380,000). AID 624172; further: potency means the concentration at half of the fitted maximal effect; % of control where 0% means no effect
D3 antag: antagonists of human D3 dopamine receptor; D3R cells, DiscoveRx beta-arrestin luminescence, antagonist mode; hits give low values; AID 652054; actives 2.5% (n = 360,000); P35462; max response, negative = inhibition, %; in the data active means max response below about -50%; inconclusive means no clear call, values can overlap the other calls; further: on the % scale 0 is the no-effect control and ±100 the full control effect; mostly tested at two doses, the higher about 12 µM
Target sequence (P35462 whole entry, looked up): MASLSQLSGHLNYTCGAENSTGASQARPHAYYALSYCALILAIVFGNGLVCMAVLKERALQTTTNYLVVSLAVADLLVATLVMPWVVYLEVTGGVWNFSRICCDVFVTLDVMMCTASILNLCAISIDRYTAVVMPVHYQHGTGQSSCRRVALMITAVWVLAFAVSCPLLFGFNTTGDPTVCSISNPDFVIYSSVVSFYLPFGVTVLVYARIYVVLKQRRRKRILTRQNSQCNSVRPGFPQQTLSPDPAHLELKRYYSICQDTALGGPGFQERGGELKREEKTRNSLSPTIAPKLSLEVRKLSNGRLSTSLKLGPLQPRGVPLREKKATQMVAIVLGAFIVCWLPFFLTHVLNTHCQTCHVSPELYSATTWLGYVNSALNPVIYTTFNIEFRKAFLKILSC
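Cells expressing the human receptor were seeded at 1500 cells/well, incubated overnight at 37 degrees C in 5% CO2, then exposed to library compounds with dopamine controls for 90 minutes at 37 degrees C before luminescent detection.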
PTHR1 ag: activates the human parathyroid hormone receptor PTHR1 | HEK293 GP2 PTHR1 cells, GloSensor cAMP luminescence, 1 h | Potency, µM (highest dose often 115 µM), for inactives: at the top dose activation, most hits filed as activators | actives 0.075% (n = 410,000) | AID 743266; further: potency means the concentration at half of the fitted maximal effect; nearly all actives have a fitted effect of over 55% in size; some results filed as inactive show a strong effect at the top dose; inactives centre near -15; many of its hits are not listed in these tables
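HEK-293-derived GP2 cells expressing PTHR1 and a GloSensor cAMP reporter, 3,000/well, plated overnight, given luciferin plus IBMX (each 0.5 mM as added) for 1 h at 37 °C, then compound for 1 h at 37 °C. Luminescence was read after 15 min at room temperature.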
FUS suppressor: rescues growth of FUS-expressing yeast; S. cerevisiae FUS-expressing, growth rescue, OD600, 24 h; Potency, µM (doses to about 76.6 µM), for inactives: top-dose growth rescue (activation), actives largely listed as activators; actives 0.24% (n = 390,000); AID 1347120;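 further: potency means the concentration at half of the fitted maximal effect; plate controls were DMSO vehicle for no effect and reference control for full effect; nearly all actives have a fitted effect of over 55% in size; some results filed as inactive show a strong effect at the top dose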
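Galactose (2%) drives FUS expression in yeast precultured in raffinose; seeding density OD 0.005. Test compounds incubated 24hr at 30C and 99% humidity before absorbance at 600 nm was measured.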
aSyn rescue: inhibitors of alpha-synuclein toxicity in yeast. Yeast expressing alpha-synuclein, growth rescue, BacTiter-Glo, 24 h. Potency, µM (titrated, usually from 46.1 µM), for the others: at the highest dose growth rescue (activation), actives largely listed as activators. actives 0.14% (n = 370,000). AID 652106; further: potency means the concentration at half of the fitted maximal effect; % of control where 0% means no effect; nearly all actives have a fitted effect of over 65% in size
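Rescue of yeast growth: cells expressing toxic alpha-synuclein, induced in galactose at OD600 0.02, incubated with compound 24 h at 30 C. ATP luminescence quantified growth; inhibitors of toxicity appear as activators.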
Starred values were filed as active, the others as inactive; i = inactive; ? = inconclusive; / = not tested or not shown; [ ] = remark or other dose. Unless noted, the call rests on the fitted dose curve; in most records, active means well fitted curve in the direction sought with a large enough effect; inconclusive means small, poorly fitted or top-dose-only effect, or another doubt; inactive means no such curve, though single readings can be large; an effect the other way counts as inactive or inconclusive. A portion of the library; the hit share may differ from the screen's.

Every second line gives: GLP1R inv ag, pAkt inh, TDP43 rescue, Abeta rescue, GLP1R ag, D3 antag, PTHR1 ag, FUS suppressor, aSyn rescue
CC[C@@H](NC(=O)[C@H](Cc1ccccc1)NC(=O)CC[C@H]1O[C@@H](n2ccc(=O)[nH]c2=O)[C@H](O)[C@@H]1O)c1ccccc1
 : 18%, i, -2%, -26%, 12%, 0, -15%, 3%, -7%
Cc1ccc(S(=O)(=O)N2CCOCC2)cc1NC(=O)COC(=O)COc1ccc(C#N)cc1
 : 15%, i, -1%, -7%, -5%, -9, 2%, -12%, -3%
CCOC(=O)C1=C(C)Nc2nnnn2C1c1cccc(OC)c1OC (configuration not stated)
 : -6%, i, 0%, 4%, 4%, -17, i, -8%, -2%
CCOC(=O)c1c(C)oc2ccc(OCC(N)=O)cc12
 : 1%, /, 10%, 18%, 14%, 24, -25%[57.5 µM], 20%, 2%
COc1ccc(CC(=O)NCc2ccc3c(c2)OCO3)cc1
 : -1%, i, 13%, 0%, 2%, 4, i, -15%, 1%
Cc1ccc(CNC(=O)c2cc3c(s2)-c2c(C)cccc2OC3)cc1
 : -9%, /, 0%[9.22 µM], -6%, /, /, i, -14%, /
O=C(c1nc2ccccn2c1CNCCOc1cccnc1)N1CCOCC1
 : 10%, i, 1%, -10%, -1%, -20, i, -3%, 0%
N#Cc1nc(COc2ccccc2)oc1N1CCCCCC1
 : ?, i, 24%, 3%, 23%, 28, -33%[inhibitor], 14%, 5%
O=C(Nc1cc(C(F)(F)F)ccc1Cl)c1cc(S(=O)(=O)NCc2ccccc2)ccc1F
 : 4%, /, 18%, -10%, /, /, -13%, 21%, /
CCOc1ccc(-n2c(SCC(=O)Nc3ccc4c(c3)OCO4)nc3ccccc3c2=O)cc1
 : ?, i, 13%, -1%, 3%, -7, i, 26%, 4%
COCC(C)n1c(C)cc(C(=O)COC(=O)c2cc(=O)[nH]c3ccccc23)c1C (configuration not stated)
 : -14%, i, 3%, -15%, -43%[inhibitor], -15, -5%, /, 8%
CCOC(=O)CSc1nc2cccnc2n1C
 : 17%, i, -12%, 3%, 0%, -8, -3%, 11%, -2%
O=C1CCN(Cc2ccc([N+](=O)[O-])cc2)CCN1[C@H](CO)Cc1ccccc1
 : 0%, i, -4%, -20%, 0%, 0, i, -22%, -6%
CCC1(c2ccc(F)cc2)NC(=O)N(CC(=O)Nc2cc(C)on2)C1=O (configuration not stated)
 : -13%, i, 10%, 4%, 1%, 5, -1%, 14%, 0%[1.84 µM]
CC[C@]12c3[nH]c4cc(-c5ccco5)ccc4c3CCN1C(=O)[C@@H](CC(=O)NCCCN(C)C)C[C@@H]2C(=O)N1CCN(C(=O)C2CC2)CC1
 : 1%, i, 14%, -7%, -4%, -2, -26%, 12%, 1%
CCCSc1ncc(Cl)c(C(=O)Nc2c(C(=O)Nc3ccc(OC)cc3)oc3ccccc23)n1
 : 13%, /, 19%, -13%, /, /, i, -14%, /
O=C(CCNC(=O)C1CCN(S(=O)(=O)c2ccccc2)CC1)NCc1ccc(Cl)c(Cl)c1
 : ?, /, 17%, 5%, -5%, 4, -19%, 16%, 7%
CCc1ccccc1NC(=O)CSc1ncc2c(n1)-c1ccccc1N(Cc1ccc(C)cc1)S2(=O)=O
 : 6%, /, 18%, -1%, /, /, -91%[inhibitor], -26%, /
COc1ccccc1NC(=O)c1cc(C2CC2)nc2c1c(C)nn2-c1ccc(C)cc1
 : -12%, /, 0%[9.22 µM], -13%, /, /, i, -26%, /
COc1cc2cc(C)c(Br)c(OC)c2cc1OC
 : ?, i, 0%, -20%, 22%, 5, i, /, 2%
Cc1ccc2c(c1)N(CC(=O)NC1CCC(C)CC1)C(=O)c1cccnc1O2 (configuration not stated)
 : -10%, i, 9%, -13%, 2%, -8, -20%, 7%, 0%
O=C(CN1CCN(c2ccccn2)CC1)Nc1cc(C(F)(F)F)ccc1Cl
 : ?, i, 12%, 16%, 15%, 0, -12%, 2%, 1%
Cc1csc(NC(=O)COCC(=O)O)c1-c1nc2ccccc2s1
 : ?, i, -23%, -34%, 2%, -20, -8%, 37%, -16%
Cc1ccccc1NC(=S)NCC1CCN(C(C)c2ccccc2)C1 (configuration not stated)
 : ?, i, 2%, -9%, 3%, ?, ?, 4%, -7%
O=C(Cc1cccc2ccccc12)N/N=C1\CCCc2ccccc21
 : ?, i, 14%, 11%, -2%, -2, i, -10%, -1%
CC1(C)CN(c2cccc(C#N)c2)C1=O
 : 4%, i, -17%, 1%, 10%, 1, i, 9%, -9%
CCOP(=O)(NC12CC3CC(CC(C3)C1)C2)NC12CC3CC(CC(C3)C1)C2
 : 9%, i, -20%, 7%, 3%, 9, -1%, -3%, 0%
Cc1ccc(CN2CCNC(=O)C2CC(=O)N(C)C(C2CC2)C2CC2)o1 (configuration not stated)
 : -3%, i, /, 3%, -1%, 52, -9%, 1%, 4%
O=C(Nc1ccc(N2CCCC2)c(Cl)c1)c1ccco1
 : -10%, i, 2%, 4%, -2%, -17, -50%[inhibitor][57.5 µM], 5%, -24%
O=S(=O)(NCc1ccccn1)c1ccc(Br)s1
 : 8%, i, 17%, 4%, 5%, ?, -13%[57.5 µM], 18%, 4%
O=C(O)c1ccccc1OCC1CCCO1 (configuration not stated)
 : 19%, i, -25%, 3%, 3%, 4, i, 0%, 7%
CCOC(=O)c1cnn(Cc2ccc(C)cc2)c1N
 : 7%, i, 28%, 7%, -3%, 3, i, 7%, 5%
O=C(Nc1ccccc1C(=O)N1CCCCCC1)c1ccccc1Cl
 : -16%, i, 10%, -21%, 8%, 3, -3%, 5%, -5%
COc1ccc(NC(=O)Nc2cnccn2)cc1
 : 2%, i, 13%, -2%, 3%, 11, -3%, -40%, 0%
CC1CCC(N2CCN(C(=O)c3ccccc3F)CC2)CC1 (configuration not stated)
 : -13%, i, 2%, 21%, 5%, 15, i, -11%, 0%
COc1cc(/C=N/NS(=O)(=O)c2ccc(C(C)(C)C)cc2)cc([N+](=O)[O-])c1O
 : -31%, i, 6%, -9%, 0%, -27, -45%[inhibitor], 17%, -13%
Cc1ccc(-c2nnn(CC(=O)NCC3COCCO3)n2)o1 (configuration not stated)
 : 10%, i, 7%, 10%, -12%, 23, i, -1%, -7%
C=C(C)Cn1c(C2CC(=O)N(Cc3ccccc3)C2)nc2ccccc21 (configuration not stated)
 : 6%, i, 27%, -2%, -2%, -6, -7%, -1%, 0%
Cc1ccc(-c2nc3n(n2)C(=O)CC(c2ccc(Cl)cc2)S3)cc1 (configuration not stated)
 : -23%, /, 0%, -12%, -1%, /, -59%[inhibitor], -6%, /
O=C(/C=C/c1ccccc1)Nc1ccc(S(=O)(=O)N2CCOCC2)cc1
 : -12%, i, -15%, -10%, 1%, -1, -95%[inhibitor], 7%, -1%
COc1cc(Cl)c(NC(=O)CN2C(=O)c3cccnc3Sc3ccccc32)c(OC)c1
 : 12%, /, 17%, -20%, /, /, -18%, -4%, /
Cc1ccc([N+](=O)[O-])cc1-c1ccc(/C=N/NC(=O)CN2CCOCC2)o1
 : 12%, i, -3%, -3%, -3%, -10, -19%, -3%, -1%
CCn1c(C)nc2cc(C(=O)NNC(=O)c3ccc(C)cc3)ccc21
 : -15%, i, 0%, 3%, 6%, 3, -45%[inhibitor], 6%, 0%
Cc1ccc(C)c(NC(=O)COC(=O)c2ccc3c(c2)OCO3)c1
 : 13%, i, 23%, 7%, -1%, 3, -52%[inhibitor], -12%, 2%
COc1ccc(CCN(C)Cc2ccc(C(=O)Nc3ccccc3)cc2)cc1OC
 : -1%, i, -8%, 5%, -6%, -8, i, 4%, 1%
O=C(NCCCN1CCc2ccccc2C1)Nc1ccc(Br)cc1
 : ?, i, ?, 5%, -1%, -55*, -40%[inhibitor][57.5 µM], 3%, -1%
CCOC(=O)N1CCC(NC(=O)c2oc3c(C)c(C)ccc3c2C)CC1
 : ?, i, 6%, 15%, 13%, -4, -24%, 41%, 8%
CC1CN(C(=O)c2ccc(NS(=O)(=O)c3ccc(F)c(F)c3)cc2)CC(C)O1 (configuration not stated)
 : -17%, i, 5%, -1%, 11%, -5, -9%, 17%, -3%
CSc1cccc(NC(=O)N2CCN(c3cc(-c4noc(C)n4)ccc3C)CC2)c1
 : -1%, /, ?, 3%, 14%, /, i, -1%, -1%
CN(C(=O)c1cccc(C#N)c1)c1nnc(-c2ccncc2)s1
 : 16%, i, 19%, 5%, 0%, 19, -11%, 5%, -4%
Cc1ccc(NC(=O)COC(=O)CCC2CCCC2)cc1S(=O)(=O)N1CCOCC1
 : 25%, i, 0%, 23%, 19%, 2, i, ?, 0%
Cc1c(CCC(=O)NCCCn2ccnc2)c(=O)oc2cc3oc4c(c3cc12)CCCC4
 : 2%, i, -3%, -8%, 4%, 13, i, -5%, 6%
O=C(O)CCCn1c(=S)[nH]c2c(sc3ccc([N+](=O)[O-])cc32)c1=O
 : 15%, i, 19%, -6%, -5%, -17, 23%, 5%, 1%
Cc1ccc(C)c(N(CC(=O)N2CCCCCC2)S(C)(=O)=O)c1
 : 8%, i, 20%, 4%, 4%, 8, i, -16%, 8%
Cc1c(C)n(CCc2ccccc2)c2ncnc(NCCCN(C)C)c12
 : 2µM*, i, -21%, -1%, 1%, ?, i, 19%, 1%
CC1(C)Cc2[nH]c3ccccc3c2C(C)(C)N1
 : ?, i, 7%, 3%, -7%, ?, 3%, -32%, 1%

Structural class, the entries above containing a CF3 group.
Every second line gives: GLP1R inv ag, pAkt inh, TDP43 rescue, Abeta rescue, GLP1R ag, D3 antag, PTHR1 ag, FUS suppressor, aSyn rescue
O=C(Nc1cc(C(F)(F)F)ccc1Cl)c1cc(S(=O)(=O)NCc2ccccc2)ccc1F
 : 4%, /, 18%, -10%, /, /, -13%, 21%, /
O=C(CN1CCN(c2ccccn2)CC1)Nc1cc(C(F)(F)F)ccc1Cl
 : ?, i, 12%, 16%, 15%, 0, -12%, 2%, 1%
